LYPLA2 counter = LYPLA2 (human) inhibition in PME1 counter-screen; 320,000 tested, 0.38% active; recombinant LYPLA2, FP-Rh probe fluorescence polarization; AID 2177; O95372; inhibition, % at 5.9 µM;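 active = inhibition above the screen-wide mean plus 3 SD, limit set per campaign, cut at about 26% in these data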;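 note: 0% = LYPLA2 with DMSO and 100% = wells lacking LYPLA2 enzyme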
pPAFAH inh = pPAFAH (human) enzyme inhibition; 330,000 tested, 1.5% active; AID 463082; Q13093; recombinant pPAFAH, FP-rhodamine probe fluorescence polarization; inhibition, % at 3.39 µM;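 active = inhibition above the mean inhibition across the screen plus 3 SD, cut at about 25% in these data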;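 note: inhibitors block binding of the rhodamine activity-based probe so polarization drops; 0% = enzyme with DMSO and 100% = wells lacking pPAFAH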
PAFAH2 FP inh = PAFAH2 (human) inhibition | inhibition, % at 3.39 µM | recombinant PAFAH2, FP-rhodamine activity probe, fluorescence polarization | 340,000 tested, 0.99% active;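 active = inhibition above the mean over all tested compounds plus 3 SD, cut at about 30% in these data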;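 note: inhibitors block probe labeling of enzyme so polarization drops; 0% = enzyme with DMSO and 100% = wells lacking PAFAH2 protein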
PAFAH1B2 inh = PAFAH1B2 (human) inhibition | recombinant PAFAH1B2, FP-rhodamine activity probe, fluorescence polarization | inhibition, % at 3.39 µM | 340,000 tested, 1.2% active | AID 492953;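 active = inhibition above the mean of all tested compounds plus 3 SD, cut at about 24% in these data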;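 note: 0% = enzyme with DMSO and 100% = wells lacking PAFAH1B2; many of its hits are not listed in these tables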
PAD4 FP inh = inhibitors of human PAD4; Q9UM07; recombinant PAD4, RCA probe fluorescence polarization; inhibition, % at 6.36 µM; 330,000 tested, 0.41% active;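 active = percent inhibition above a cutoff equal to the mean of all tested compounds plus 3 SD, cut at about 15% in these data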;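 note: 0% = PAD4 with RCA probe and DMSO and 100% = probe without PAD4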
GSTO1 counter = counter-screen for RBBP9 inhibitors: inhibitors of human GSTO1. recombinant GSTO1, activity-based probe fluorescence polarization. inhibition, % at 5.96 µM. 300,000 tested, 1.1% active. AID 1974;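 active = inhibition above the campaign mean inhibition plus 3 SD, cut at about 35% in these data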;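 note: 0% = GSTO1-1 with DMSO and 100% = wells lacking GSTO1-1 enzyme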
Target sequence (P78417 whole entry, looked up): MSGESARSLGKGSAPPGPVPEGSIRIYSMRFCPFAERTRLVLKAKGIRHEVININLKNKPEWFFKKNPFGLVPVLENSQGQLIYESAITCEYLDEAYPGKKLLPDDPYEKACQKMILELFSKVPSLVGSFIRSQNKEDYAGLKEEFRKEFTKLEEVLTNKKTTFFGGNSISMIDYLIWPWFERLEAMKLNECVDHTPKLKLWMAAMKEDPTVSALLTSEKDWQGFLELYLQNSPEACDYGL
PME-1 primary = PME-1 (human) inhibition | 320,000 tested, 0.53% active | recombinant PME-1, FP-Rh probe fluorescence polarization | AID 2130 | Q9Y570 | inhibition, % at 5.9 µM;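 active = inhibition above the campaign mean of all compounds plus 3 SD, cut at about 26% in these data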;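 note: competitive labeling of PME-1 active site by serine hydrolase directed probe; 0% = PME-1 with DMSO and 100% = wells lacking PME-1 enzyme; inhibitors block probe labeling so polarization falls and inhibition rises; many of its hits are not listed in these tables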
Target sequence (Q9Y570 whole entry, looked up): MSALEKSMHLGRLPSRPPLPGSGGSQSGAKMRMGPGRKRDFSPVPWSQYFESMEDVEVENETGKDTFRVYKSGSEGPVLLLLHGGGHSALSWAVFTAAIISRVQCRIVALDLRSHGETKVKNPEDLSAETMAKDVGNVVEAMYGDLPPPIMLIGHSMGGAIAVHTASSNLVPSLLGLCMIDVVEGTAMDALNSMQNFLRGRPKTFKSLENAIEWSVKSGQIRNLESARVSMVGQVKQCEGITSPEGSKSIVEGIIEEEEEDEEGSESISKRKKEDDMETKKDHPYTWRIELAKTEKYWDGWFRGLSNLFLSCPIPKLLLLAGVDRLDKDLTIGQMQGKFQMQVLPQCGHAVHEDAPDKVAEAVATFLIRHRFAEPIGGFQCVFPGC
LYPLA1 inh = LYPLA1 (human) inhibition in PME1 counter-screen. O75608. 320,000 tested, 0.16% active. inhibition, % at 5.9 µM. AID 2174. recombinant LYPLA1, FP-Rh probe fluorescence polarization;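 active = inhibition above the mean of all tested compounds plus 3 SD, set per campaign, cut at about 14% in these data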;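 note: inhibitors block serine hydrolase probe labeling of LYPLA1 so polarization falls; 0% = enzyme with DMSO and 100% = wells lacking LYPLA1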
Target sequence (O75608 whole entry, looked up): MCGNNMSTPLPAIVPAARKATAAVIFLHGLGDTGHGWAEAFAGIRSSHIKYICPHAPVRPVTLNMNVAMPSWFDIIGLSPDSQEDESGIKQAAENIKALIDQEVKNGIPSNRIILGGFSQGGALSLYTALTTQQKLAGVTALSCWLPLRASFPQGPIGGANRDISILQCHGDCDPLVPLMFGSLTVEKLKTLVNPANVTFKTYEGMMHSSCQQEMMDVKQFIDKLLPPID
PAFAH1B3 FP inh = blocks human PAF acetylhydrolase 1B catalytic subunit 3 | Q15102 | recombinant PAFAH1B3, FP-rhodamine probe, fluorescence polarization | inhibition, % at 3.39 µM | 340,000 tested, 0.28% active | AID 492972;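 active = inhibition above the screen-wide average of all tested compounds plus 3 SD, cut at about 25% in these data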;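 note: 0% = enzyme with DMSO only and 100% = wells lacking PAFAH1B3 protein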
Target sequence (Q15102 whole entry, looked up): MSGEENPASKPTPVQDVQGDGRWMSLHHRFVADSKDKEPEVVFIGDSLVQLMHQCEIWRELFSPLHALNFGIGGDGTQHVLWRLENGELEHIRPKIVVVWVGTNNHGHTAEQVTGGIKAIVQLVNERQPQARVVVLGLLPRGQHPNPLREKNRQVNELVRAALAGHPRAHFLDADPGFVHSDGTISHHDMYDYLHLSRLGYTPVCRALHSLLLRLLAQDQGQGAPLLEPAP
* hit, by the source's call. Some of the compounds tested; rates above refer to the full screens.

What do the screens show for `Cc1ccc(C(=O)OC2CCCN(C)C2)cc1` (stereo not given)?
LYPLA2 counter: -1.1; pPAFAH inh: -0.5; PAFAH2 FP inh: -2.5; PAFAH1B2 inh: -2.9; PAD4 FP inh: -1.7; GSTO1 counter: -0.2; PME-1 primary: -0.7; LYPLA1 inh: -0.9; PAFAH1B3 FP inh: 4.3

What do the screens show for `O=C(CSc1nnc(-c2ccccc2O)o1)N1CCc2ccccc2C1`?
LYPLA2 counter: -1.3; pPAFAH inh: 6.4; PAFAH2 FP inh: 0.9; PAFAH1B2 inh: 1.0; PAD4 FP inh: -2.8; GSTO1 counter: 10.4; PME-1 primary: 4.4; LYPLA1 inh: -0.2; PAFAH1B3 FP inh: 4.5

What do the screens show for `COc1ccc(/C=C(\NC(=O)c2ccc(C)cc2)C(=O)N2CCCCC2)cc1`?
LYPLA2 counter: 5.2; pPAFAH inh: 2.6; PAFAH2 FP inh: -4.7; PAFAH1B2 inh: 3.6; PAD4 FP inh: -0.7; GSTO1 counter: -2.9; PME-1 primary: -9.6; LYPLA1 inh: 1.5; PAFAH1B3 FP inh: 14.5

Results for CCCCN1C(=O)/C(=C2\SC(N3CCCCC3)=NC2=O)c2ccccc21 ?
LYPLA2 counter: 7.8; pPAFAH inh: 6.0; PAFAH2 FP inh: 10.1; PAFAH1B2 inh: -0.3; PAD4 FP inh: -3.4; GSTO1 counter: -1.9; PME-1 primary: 12.2; LYPLA1 inh: 2.0; PAFAH1B3 FP inh: 11.6

Results for c1ccc(-c2nc(-n3ccnc3)nc(-n3ccnc3)n2)cc1 ?
LYPLA2 counter: -4.9; pPAFAH inh: 0.1; PAFAH2 FP inh: 2.8; PAFAH1B2 inh: 4.5; PAD4 FP inh: 3.5; GSTO1 counter: -6.2; PME-1 primary: -2.2; LYPLA1 inh: -2.8; PAFAH1B3 FP inh: 4.6

What do the screens show for `O=C(Nc1ccccc1C(=O)N1CCN(Cc2ccccc2)CC1)c1ccccn1`?
LYPLA2 counter: 1.2; pPAFAH inh: 9.3; PAFAH2 FP inh: -1.7; PAFAH1B2 inh: -2.1; PAD4 FP inh: -2.9; GSTO1 counter: -6.6; PME-1 primary: 2.2; LYPLA1 inh: 3.4; PAFAH1B3 FP inh: 10.3

Results for O=C(NCc1ccco1)c1cc(C(=O)C2CCCCC2)c[nH]1 ?
LYPLA2 counter: -2.6; pPAFAH inh: -0.4; PAFAH2 FP inh: -5.4; PAFAH1B2 inh: -0.6; PAD4 FP inh: 1.4; GSTO1 counter: -3.7; PME-1 primary: -10.1; LYPLA1 inh: 1.3; PAFAH1B3 FP inh: 10.8

How did COc1cccc(C(=O)NC(=S)Nc2ccc(N(C)C)cc2)c1 do in these assays?
LYPLA2 counter: 8.1; pPAFAH inh: 8.2; PAFAH2 FP inh: 2.6; PAFAH1B2 inh: 3.7; PAD4 FP inh: -2.5; GSTO1 counter: 10.1; PME-1 primary: 11.3; LYPLA1 inh: -0.6; PAFAH1B3 FP inh: 11.3

How did CCc1ccc(OCC(=O)O/N=C(\N)c2ccncc2)c(Br)c1 do in these assays?
LYPLA2 counter: 8.8; pPAFAH inh: 0.9; PAFAH2 FP inh: -7.3; PAFAH1B2 inh: -0.8; PAD4 FP inh: -2.5; GSTO1 counter: 5.2; PME-1 primary: -2.1; LYPLA1 inh: 0.7; PAFAH1B3 FP inh: 3.0

How did Cc1cc(N/N=C/c2ccc(N(C)C)cc2)c2ccccc2n1 do in these assays?
LYPLA2 counter: 0.9; pPAFAH inh: 12.6; PAFAH2 FP inh: -0.9; PAFAH1B2 inh: 4.0; PAD4 FP inh: 1.7; GSTO1 counter: 5.8; PME-1 primary: -1.1; LYPLA1 inh: 1.3; PAFAH1B3 FP inh: -0.8

What do the screens show for `Cc1cccc(OCC(=O)Nc2ccc(C(=O)Nc3ccccc3C(=O)O)cc2)c1C`?
LYPLA2 counter: -19.6; pPAFAH inh: -6.8; PAFAH2 FP inh: -19.4; PAFAH1B2 inh: -6.5; PAD4 FP inh: -4.9; GSTO1 counter: -38.9; PME-1 primary: -41.2; LYPLA1 inh: -13.4; PAFAH1B3 FP inh: -6.7

What do the screens show for `O=C(NC(=S)Nc1ccc2ncccc2c1)c1ccccc1`?
LYPLA2 counter: 8.2; pPAFAH inh: -4.7; PAFAH2 FP inh: 1.2; PAFAH1B2 inh: 5.4; PAD4 FP inh: -0.2; GSTO1 counter: 12.0; PME-1 primary: -5.0; LYPLA1 inh: -3.5; PAFAH1B3 FP inh: 14.9

How did Cc1n[nH]c(=O)c2c(NC(=O)CSc3ccccc3F)oc(C)c12 do in these assays?
LYPLA2 counter: -3.4; pPAFAH inh: -3.8; PAFAH2 FP inh: 3.9; PAFAH1B2 inh: 4.0; PAD4 FP inh: -0.6; GSTO1 counter: -2.5; PME-1 primary: 0.9; LYPLA1 inh: 1.1; PAFAH1B3 FP inh: 5.9

What do the screens show for `O=C(NCCCc1ccccc1)c1cccc(Br)c1`?
LYPLA2 counter: -1.7; pPAFAH inh: 2.8; PAFAH2 FP inh: 9.3; PAFAH1B2 inh: 8.2; PAD4 FP inh: -2.4; GSTO1 counter: -2.0; PME-1 primary: -4.2; LYPLA1 inh: -2.7; PAFAH1B3 FP inh: 4.7

Results for O=C(NCCCNC(=O)c1cnccn1)c1cccc(Cl)c1 ?
LYPLA2 counter: 6.4; pPAFAH inh: 0.1; PAFAH2 FP inh: 0.3; PAFAH1B2 inh: 2.3; PAD4 FP inh: -3.9; GSTO1 counter: -2.8; PME-1 primary: 5.9; LYPLA1 inh: -1.3; PAFAH1B3 FP inh: -2.7

Results for CCOC(=O)Cn1c(=O)oc2cc(S(=O)(=O)N(C)c3cccc(C)c3)ccc21 ?
LYPLA2 counter: 4.5; pPAFAH inh: 6.7; PAFAH2 FP inh: 0.6; PAFAH1B2 inh: -1.4; PAD4 FP inh: 1.4; GSTO1 counter: 4.9; PME-1 primary: -0.5; LYPLA1 inh: 2.5; PAFAH1B3 FP inh: -2.0

How did COc1cccc2c(=O)n(CC(=O)Nc3ccc(F)cc3)ccc12 do in these assays?
LYPLA2 counter: -2.7; pPAFAH inh: -3.7; PAFAH2 FP inh: 4.9; PAFAH1B2 inh: 2.8; PAD4 FP inh: -0.2; GSTO1 counter: 2.3; PME-1 primary: -1.5; LYPLA1 inh: -1.6; PAFAH1B3 FP inh: 2.4

What do the screens show for `N#Cc1ccccc1COC(=O)CCN=C1NS(=O)(=O)c2ccccc21`?
pPAFAH inh: -1.0; PAFAH2 FP inh: -2.7; PAFAH1B2 inh: 1.5; PAD4 FP inh: -2.0; PAFAH1B3 FP inh: 7.9

Results for CCOCCCNC(=O)/C(C#N)=C/c1ccccc1F ?
LYPLA2 counter: 4.7; pPAFAH inh: 1.1; PAFAH2 FP inh: 3.8; PAFAH1B2 inh: 1.8; PAD4 FP inh: 0.6; GSTO1 counter: 6.2; PME-1 primary: 4.1; LYPLA1 inh: 5.2; PAFAH1B3 FP inh: 3.4

How did O=C(O)c1ccc(Cl)c(S(=O)(=O)Nc2ccccc2N2CCOCC2)c1 do in these assays?
LYPLA2 counter: -2.1; pPAFAH inh: 2.6; PAFAH2 FP inh: 1.8; PAFAH1B2 inh: 20.1; PAD4 FP inh: -0.7; GSTO1 counter: 10.4; PME-1 primary: -4.7; LYPLA1 inh: -2.3; PAFAH1B3 FP inh: 8.1

What do the screens show for `Cc1cc(C)nc(Nc2ccc(N3CCOCC3)cc2)n1`?
LYPLA2 counter: 0.4; pPAFAH inh: 1.5; PAFAH2 FP inh: -6.5; PAFAH1B2 inh: -2.1; PAD4 FP inh: -7.5; GSTO1 counter: -1.2; PME-1 primary: -1.1; LYPLA1 inh: 0.9; PAFAH1B3 FP inh: 9.5

Results for O=C(O)c1ccccc1-c1nc2ccccc2c(=O)[nH]1 ?
LYPLA2 counter: 6.2; pPAFAH inh: 6.9; PAFAH2 FP inh: -2.6; PAFAH1B2 inh: 5.7; PAD4 FP inh: -5.6; GSTO1 counter: -4.4; PME-1 primary: -0.2; LYPLA1 inh: 2.1; PAFAH1B3 FP inh: 2.2

How did Cc1ccc(NC(=O)CCC(=O)NNC(=O)/C=C/C(=O)O)c(C)c1 do in these assays?
LYPLA2 counter: 1.6; pPAFAH inh: 6.6; PAFAH2 FP inh: 3.4; PAFAH1B2 inh: 2.6; PAD4 FP inh: -0.5; GSTO1 counter: -4.2; PME-1 primary: -2.0; LYPLA1 inh: 2.0; PAFAH1B3 FP inh: 5.0

What do the screens show for `CSc1nc2nc3c(cc2c(=O)[nH]1)C(O)Oc1ccc(C)cc1-3` (stereo not given)?
LYPLA2 counter: 1.3; pPAFAH inh: 0.2; PAFAH2 FP inh: 1.3; PAFAH1B2 inh: 5.4; PAD4 FP inh: 1.4; GSTO1 counter: -23.3; PME-1 primary: -4.5; LYPLA1 inh: 1.3; PAFAH1B3 FP inh: 3.9

What do the screens show for `COc1ccccc1N1CCN(C(=O)CCS(=O)(=O)c2ccc3c(c2)oc(=O)n3C)CC1`?
LYPLA2 counter: -2.9; pPAFAH inh: 1.6; PAFAH2 FP inh: -5.0; PAFAH1B2 inh: -0.3; PAD4 FP inh: -5.3; GSTO1 counter: -3.1; PME-1 primary: 7.1; LYPLA1 inh: -1.7; PAFAH1B3 FP inh: 2.2

What do the screens show for `O=C(O)c1ccc(-c2nc3ccccc3s2)o1`?
LYPLA2 counter: 3.9; pPAFAH inh: 7.6; PAFAH2 FP inh: -0.9; PAFAH1B2 inh: 3.2; PAD4 FP inh: -1.9; GSTO1 counter: 2.6; PME-1 primary: 3.2; LYPLA1 inh: 3.5; PAFAH1B3 FP inh: 5.7

What do the screens show for `CCOc1ccc(S(=O)(=O)N2CCC(C(=O)OCc3cccc(OC)c3OC)CC2)cc1`?
LYPLA2 counter: 0.5; pPAFAH inh: -2.8; PAFAH2 FP inh: -6.5; PAFAH1B2 inh: 3.9; PAD4 FP inh: -5.3; PME-1 primary: 1.6; LYPLA1 inh: 1.3; PAFAH1B3 FP inh: 11.6

Results for O=C(Nc1ccc(Cc2ccc(NC(=O)C3CC3)c(O)c2)cc1O)C1CC1 ?
LYPLA2 counter: 0.4; pPAFAH inh: -2.0; PAFAH2 FP inh: -8.1; PAFAH1B2 inh: 4.8; PAD4 FP inh: -2.7; GSTO1 counter: 0.2; PME-1 primary: -3.2; LYPLA1 inh: -1.4; PAFAH1B3 FP inh: -2.1

Results for O=C(CSCc1ccccc1Br)NNC(=S)NCc1ccco1 ?
LYPLA2 counter: 5.3; pPAFAH inh: 6.7; PAFAH2 FP inh: -0.7; PAFAH1B2 inh: 2.9; PAD4 FP inh: -0.7; GSTO1 counter: 5.2; PME-1 primary: 3.0; LYPLA1 inh: -1.7; PAFAH1B3 FP inh: 9.1

Results for CCn1cnc2c1c(=O)n(CC(=O)NCC(C)C)c(=O)n2Cc1ccccc1 ?
LYPLA2 counter: -2.2; pPAFAH inh: 2.0; PAFAH2 FP inh: 1.7; PAFAH1B2 inh: 7.2; PAD4 FP inh: 0.7; GSTO1 counter: -1.7; PME-1 primary: -4.6; LYPLA1 inh: -3.6; PAFAH1B3 FP inh: 5.3

Results for CN1CCC(=NNC(=O)c2ccc(N(Cc3ccc(Cl)cc3)S(C)(=O)=O)cc2)CC1 ?
LYPLA2 counter: -18.4; pPAFAH inh: 18.3; PAFAH2 FP inh: -1.2; PAFAH1B2 inh: -5.7; PAD4 FP inh: -2.7; GSTO1 counter: 2.3; PME-1 primary: -12.4; LYPLA1 inh: -13.8; PAFAH1B3 FP inh: -1.6

How did Cn1nnnc1SCCNCc1ccccc1F do in these assays?
LYPLA2 counter: -7.7; pPAFAH inh: -5.9; PAFAH2 FP inh: -6.5; PAFAH1B2 inh: -1.6; PAD4 FP inh: 0.5; GSTO1 counter: 7.5; PME-1 primary: 4.2; LYPLA1 inh: -5.5; PAFAH1B3 FP inh: 0.5

Compound activity (PubChem)
